VIM-2 inh: inhibitors of Pseudomonas aeruginosa VIM-2 metallo-beta-lactamase | purified VIM-2, nitrocefin hydrolysis, epi-absorbance fluorescence | inhibition, % at 5.6 µM | 290,000 tested, 0.89% active | AID 1527;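 active = inhibition above the mean of all tested compounds plus 3 SD, cutoff set per screening run, cut at about 7.5% in these data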;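 note: red hydrolysis product quenches plate fluorescence so inhibitors raise well fluorescence; 0% = enzyme with DMSO and 100% = DMSO without enzyme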
UBC9 SUMO inh: blocks human SUMOylation mediated by UBC9; inhibition, % at 35 µM; P63279; AID 2006; HTRF SUMOylation assay, SAE1/SAE2 + UBC9, in vitro; 290,000 tested, 0.36% active; in the data active = inhibition above about 50%, passing the limit was not always enough; note: strong numbers were not always called active
Target sequence (P63279 whole entry, looked up): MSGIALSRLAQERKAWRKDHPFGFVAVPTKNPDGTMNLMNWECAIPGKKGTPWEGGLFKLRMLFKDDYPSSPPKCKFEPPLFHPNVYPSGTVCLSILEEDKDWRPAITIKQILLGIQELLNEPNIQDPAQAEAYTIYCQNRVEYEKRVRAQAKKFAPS
GalR3 antagonist: human GalR3 antagonism. O60755. inhibition, % at 3 µM. 360,000 tested, 0.44% active. HEK293 GalR3-CNG cAMP membrane potential fluorescence; galR3 body fused to GalR1 C-terminus;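 active = inhibition above the screen-wide average plus 3 SD, cut at about 13% in these data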;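 note: forskolin and galanin both at EC90 stimulate the cells; cAMP rise reported by CNG channel membrane potential dye signal; 0% = forskolin plus galanin with DMSO and 100% = forskolin alone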
Target sequence (O60755 1-299 limits assumed): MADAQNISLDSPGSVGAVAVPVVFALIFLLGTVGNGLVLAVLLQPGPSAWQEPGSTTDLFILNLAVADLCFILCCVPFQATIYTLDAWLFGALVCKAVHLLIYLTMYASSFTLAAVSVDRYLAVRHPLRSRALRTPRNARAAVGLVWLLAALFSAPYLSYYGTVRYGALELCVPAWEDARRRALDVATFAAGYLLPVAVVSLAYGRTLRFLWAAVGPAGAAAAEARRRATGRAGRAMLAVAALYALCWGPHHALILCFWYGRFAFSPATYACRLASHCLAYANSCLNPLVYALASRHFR
pCIP destab: compounds decreasing mouse p/CIP protein stability. Q05BA5. F442A p/CIP-EGFP cells, EGFP fluorescence, 16 h. decrease of EGFP signal, % at 10 µM. 290,000 tested, 0.01% active;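 active = EGFP signal decrease of at least 30% at 10 µM or well 3 SD below plate mean, unless failing retest; inactive = the rest, including hits failing retest or dose response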; note: some compounds called inactive have numbers as strong as hits; many of its hits are not listed in these tables
NS3 helicase inh: HCV NS3 helicase inhibition; NS3 helicase DNA unwinding, Cy5 molecular beacon fluorescence; inhibition, % at 10.9 µM; 290,000 tested, 0.56% active;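 active = inhibition above the mean of all tested compounds plus 3 SD, set per campaign, cut at about 35% in these data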;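 note: 0% = DMSO wells and 100% = thioflavine S control wells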
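assay system = NS3 helicase fragment of HCV | buffer or medium = MOPS pH 6.5, MgCl2, DTT, Tween20, BSA | timing = 60 min unwinding reaction at 25 °C after ATP addition | signal = Cy5 beacon fluorescence read at start and 1 h | read-out basis = % inhibition of unwinding | control set = low DMSO, high thioflavine S at 110 µM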
IDE act: boosts human insulin-degrading enzyme activity in HEK cells; FAbeta-B cleavage, fluorescence polarization; 0% vehicle, 100% cell-free pure enzyme wells; activation, % at 5.96 µM; 340,000 tested, 0.073% active; AID 493087;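 active = activation above the mean of all tested compounds plus 3 SD, set per screening campaign, cut at about 17% in these data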
CRFBP-R2 block: blocks CRF-induced signaling of the CRF-BP/CRF-R2 complex | HEK293 CRF-R2/CRF-BP, CRF-induced calcium fluorescence | inhibition, % at 11.8 µM | 350,000 tested, 0.59% active;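 active = inhibition of the ligand-induced calcium signal above about 50% at the single tested concentration, limit read from the data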
IMP-1 inhibitor: inhibitors of Pseudomonas aeruginosa IMP-1 metallo-beta-lactamase; inhibition, % at 5.6 µM; 290,000 tested, 0.45% active; purified IMP-1, nitrocefin hydrolysis, epi-absorbance fluorescence;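 active = inhibition above the mean plus 3 SD of all compounds in the same screening run, cut at about 4.5% in these data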;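 note: 0% = IMP-1 with DMSO and 100% = DMSO wells lacking enzyme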
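System: Purified recombinant IMP-1 metallo-beta-lactamase enzyme | Measured by: Fluorescence quenching readout, ex 480/em 530 nm | Replication: Singlicate | Incubation: 15 min preincubation plus 25 min reaction at 25 °C | Evaluation: Percent inhibition from optical density relative to buffer-blank wells | Benchmarks: DMSO with and without IMP-1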
IDE cell inh: inhibits human insulin-degrading enzyme in HEK cells; inhibition, % at 5.59 µM; AID 434962; 320,000 tested, 0.41% active; FAbetaB cleavage, fluorescence polarization;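 active = percent inhibition above the average of all tested compounds plus 3 SD, set per screening campaign, cut at about 16% in these data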;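 note: IDE supplied by intact live HEK cells; FP after avidin binding of uncleaved biotin substrate so inhibition keeps polarization high; 0% = DMSO wells and 100% = 60 µM reference IDE inhibitor Ii1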
* hit, by the source's call.

`c1ccc(Nc2nc(N3CCOCC3)c3ccccc3n2)cc1` gave VIM-2 inh -0.9, UBC9 SUMO inh 21, GalR3 antagonist -5, pCIP destab -14, NS3 helicase inh -13, IDE act 4, CRFBP-R2 block -11, IMP-1 inhibitor -2.1 and IDE cell inh 4.
Screening COc1ccc(NC(=O)CN2CCOCC2)cc1S(=O)(=O)N1CCCCC1 returned GalR3 antagonist -3, IDE act 4, CRFBP-R2 block -12 and IDE cell inh -3.
Cc1cc(C)c(C(=O)/C=C/c2ccc3c(c2)OCO3)c(=O)[nH]1 was read as VIM-2 inh -2.2, UBC9 SUMO inh 2, GalR3 antagonist -3, pCIP destab 3, NS3 helicase inh 4, IDE act -3, CRFBP-R2 block -16, IMP-1 inhibitor -2.1 and IDE cell inh -4.
Screening O=C(NNC(=O)c1cc(S(=O)(=O)N2CCOCC2)c(Cl)cc1Cl)c1ccccc1F returned GalR3 antagonist 3, IDE act 1, CRFBP-R2 block 0 and IDE cell inh 4.
For O=C(OCc1nnc(-c2ccccc2)o1)c1ccc(S(=O)(=O)NCc2ccco2)cc1 the results were VIM-2 inh 0.1, UBC9 SUMO inh -9, GalR3 antagonist -3, pCIP destab 2, NS3 helicase inh 3, IDE act 2, CRFBP-R2 block -1, IMP-1 inhibitor -0.4 and IDE cell inh 4.
Screening Cn1ncc([N+](=O)[O-])c1C(=O)Nc1ccc(-c2ccccc2)cc1 returned VIM-2 inh -1.4, UBC9 SUMO inh 5, GalR3 antagonist 1, pCIP destab 10, NS3 helicase inh 5, IDE act 1, CRFBP-R2 block -2, IMP-1 inhibitor -3.9 and IDE cell inh 0.
Screening COc1ccc(NC(=O)CN(C)C(=O)c2cc(-c3ccccc3)nc3ccccc23)cc1 returned GalR3 antagonist -4, IDE act 9, CRFBP-R2 block -6 and IDE cell inh -1.
`O=C(CCCc1ccccc1)Nc1ccc2c(c1)OCCO2` gave VIM-2 inh -2.4, UBC9 SUMO inh -8, GalR3 antagonist -3, pCIP destab -2, NS3 helicase inh -2, IDE act 3, CRFBP-R2 block -2, IMP-1 inhibitor -2.3 and IDE cell inh -1.
For Cc1ccc(NC(=O)c2ccccc2-c2ccccc2C(=O)O)cc1 the results were VIM-2 inh -4.1, UBC9 SUMO inh 6, GalR3 antagonist -2, pCIP destab -3, NS3 helicase inh 8, IDE act 5, CRFBP-R2 block -7, IMP-1 inhibitor -1.4 and IDE cell inh 0.
`CC1(C)C(=O)C2(CCCCC2)C(=O)OC1C(=O)c1ccccc1` (stereo not given) gave VIM-2 inh -0.9, UBC9 SUMO inh 2, GalR3 antagonist -4, pCIP destab 0, NS3 helicase inh -7, IDE act 3, CRFBP-R2 block -72, IMP-1 inhibitor -1.4 and IDE cell inh 6.
CN(C)CCCN(C(=O)c1ccco1)c1nc(-c2ccc(Cl)cc2)cs1 was read as VIM-2 inh 3.8, UBC9 SUMO inh -7, GalR3 antagonist -17, pCIP destab 2, NS3 helicase inh -49, IDE act 4, CRFBP-R2 block -26, IMP-1 inhibitor 2.5 and IDE cell inh 4.
For COCCn1c(SCC(=O)Nc2sc(C)c(C)c2C#N)nnc1C(C)C the results were VIM-2 inh -4.2, UBC9 SUMO inh -5, GalR3 antagonist -1, pCIP destab 1, NS3 helicase inh 6, IDE act -1, CRFBP-R2 block 7, IMP-1 inhibitor -1.8 and IDE cell inh -1.
For CC1(C)SC(=S)N(/N=C/c2cccnc2)C1N(O)C(=O)Nc1ccccc1 (stereo not given) the results were VIM-2 inh -4.0, UBC9 SUMO inh 40, GalR3 antagonist -5, pCIP destab -5, NS3 helicase inh 4, IDE act 0, CRFBP-R2 block -22, IMP-1 inhibitor -5.9 and IDE cell inh 2.
Screening N#CCSc1nc2c(cc1C#N)CCCCCC2 returned VIM-2 inh -3.8, UBC9 SUMO inh 25, GalR3 antagonist -6, pCIP destab 4, NS3 helicase inh -2, IDE act 7, CRFBP-R2 block -12, IMP-1 inhibitor -0.8 and IDE cell inh 0.
Screening Cc1ccc(OCc2csc(N)n2)cc1 returned VIM-2 inh -2.4, UBC9 SUMO inh -10, GalR3 antagonist 6, pCIP destab 4, NS3 helicase inh -3, IDE act -2, CRFBP-R2 block 3, IMP-1 inhibitor -2.6 and IDE cell inh 10.
C/C(=C\C(=O)c1cccnc1)Nc1ccc(C)c(C)c1 was read as VIM-2 inh 1.2, UBC9 SUMO inh 21, GalR3 antagonist -2, pCIP destab -12, NS3 helicase inh 1, IDE act 2, CRFBP-R2 block -17, IMP-1 inhibitor -1.9 and IDE cell inh 2.
`Cc1cc(C)n2c(Nc3ccc4c(c3)OCCO4)c(-c3ccco3)nc2n1` gave VIM-2 inh 0.5, UBC9 SUMO inh -13, pCIP destab -6, NS3 helicase inh 60* and IMP-1 inhibitor -0.1.
`CCOc1cc(-n2cnnn2)c(OCC)cc1NC(=O)c1cnccn1` gave UBC9 SUMO inh 7, GalR3 antagonist -3, pCIP destab -12, IDE act 0, CRFBP-R2 block 10 and IDE cell inh -6.
`Cc1n(N)c2ccccc2[n+]1CC(=O)c1ccccc1` gave VIM-2 inh -1.7, UBC9 SUMO inh 15, GalR3 antagonist 1, pCIP destab -13, NS3 helicase inh 4, IDE act 5, CRFBP-R2 block 1, IMP-1 inhibitor -2.8 and IDE cell inh 5.
`CCC[C@@H]1CCCO[C@@](C(=O)NCc2ccc(S(C)(=O)=O)cc2)(C(F)(F)F)C1` gave GalR3 antagonist -6, IDE act 5, CRFBP-R2 block 12 and IDE cell inh -1.
For O=C(NC1CCCC1)C(c1cccnc1)N(C(=O)c1csnn1)c1ccccc1 (stereo not given) the results were VIM-2 inh -1.6, UBC9 SUMO inh 0, GalR3 antagonist -5, pCIP destab 3, NS3 helicase inh 0, IDE act 1, CRFBP-R2 block -4, IMP-1 inhibitor -1.7 and IDE cell inh 5.
`CCCS(=O)(=O)c1cscc1NC(=O)c1c(-c2c(F)cccc2Cl)noc1C` gave VIM-2 inh 0.7, UBC9 SUMO inh 8, GalR3 antagonist 0, pCIP destab -30, NS3 helicase inh -17, IDE act -2, CRFBP-R2 block 18, IMP-1 inhibitor -1.1 and IDE cell inh 2.
COc1ccc(CCNC(=O)CNCC2CCCCC2)cc1OC was read as VIM-2 inh -1.1, UBC9 SUMO inh 6, GalR3 antagonist -9, pCIP destab -12, NS3 helicase inh 0, IDE act 4, CRFBP-R2 block 0, IMP-1 inhibitor -3.0 and IDE cell inh 5.
O=C(Nc1cc2c3c(c1)CC(=O)N3CCC2)C1CCCCC1 was read as GalR3 antagonist -6, IDE act 4, CRFBP-R2 block 7 and IDE cell inh 4.
For Cc1ccc(S(=O)(=O)N2CCN(C(=O)c3ccco3)CC2)cc1 the results were VIM-2 inh -2.7, UBC9 SUMO inh 1, GalR3 antagonist -2, pCIP destab 1, NS3 helicase inh 8, IDE act 0, CRFBP-R2 block 10, IMP-1 inhibitor -2.8 and IDE cell inh 3.
`COc1ccccc1C(=O)Nc1ccc(S(=O)(=O)N2CCN(C)CC2)cc1` gave GalR3 antagonist 2, IDE act -3, CRFBP-R2 block -15 and IDE cell inh 4.
For CC(C)CCOc1ccc(C2(C)NC(=O)NC2=O)cc1 (stereo not given) the results were VIM-2 inh -1.2, UBC9 SUMO inh 8, GalR3 antagonist -3, pCIP destab -5, NS3 helicase inh 10, IDE act 0, CRFBP-R2 block -3, IMP-1 inhibitor -6.2 and IDE cell inh 12.
Screening O=c1c2cccc3c2c(nn1CN1CCOCC1)-c1ccccc1-3 returned VIM-2 inh 26*, UBC9 SUMO inh 12, pCIP destab 6, NS3 helicase inh 0, IDE act 3, CRFBP-R2 block -11, IMP-1 inhibitor -2.1 and IDE cell inh 5.
For COC(=O)CCC(=O)N1CN2CN(C(=O)CCC(=O)OC)CC([N+](=O)[O-])(C2)C1 the results were VIM-2 inh -0.1, UBC9 SUMO inh 10, GalR3 antagonist -4, pCIP destab 2, NS3 helicase inh 2, IDE act -1, CRFBP-R2 block -3, IMP-1 inhibitor -2.6 and IDE cell inh 1.
`COc1ccc(N(C(=O)CNC(=O)c2cccs2)C(C(=O)NCC2CCCO2)c2ccccc2)cc1` (stereo not given) gave VIM-2 inh -0.6, UBC9 SUMO inh 13, GalR3 antagonist -6, pCIP destab -10, NS3 helicase inh 5, IDE act 5, CRFBP-R2 block -19, IMP-1 inhibitor -2.0 and IDE cell inh 6.
Screening COc1ccc2[nH]cc(CCNC(=O)c3ccco3)c2c1 returned GalR3 antagonist -1, IDE act 4, CRFBP-R2 block 2 and IDE cell inh 4.
Screening CC1=NN(c2ccccc2)C(=O)/C1=C/C=C/C=C/N(C)C returned VIM-2 inh -2.1, UBC9 SUMO inh -22, GalR3 antagonist -4, pCIP destab -5, NS3 helicase inh 39*, IDE act -13, CRFBP-R2 block 9, IMP-1 inhibitor -4.8 and IDE cell inh 18*.
`CC(OC(=O)c1nsc(Cl)c1Cl)C(=O)NCCc1ccccc1` (stereo not given) gave VIM-2 inh -3.1, UBC9 SUMO inh -19, GalR3 antagonist -9, pCIP destab 10, NS3 helicase inh 2, IDE act 2, CRFBP-R2 block 0, IMP-1 inhibitor -2.4 and IDE cell inh 3.
For C=CCC(O)(CC=C)CNC(=O)C1CCC(=O)N(CCCc2ccccc2)C1 (stereo not given) the results were VIM-2 inh 1.9, UBC9 SUMO inh 7, GalR3 antagonist -10, pCIP destab -7, NS3 helicase inh -1, IDE act -4, CRFBP-R2 block 9, IMP-1 inhibitor -0.2 and IDE cell inh -5.
Screening CC(=O)c1cccc(NC(=O)COC(=O)c2ccccc2C)c1 returned VIM-2 inh -1.5, UBC9 SUMO inh 8, GalR3 antagonist -8, pCIP destab 0, NS3 helicase inh -7, IDE act 4, CRFBP-R2 block 3, IMP-1 inhibitor -1.5 and IDE cell inh 0.
`CCOc1ccc(-n2c(C)nc3cc(C(=O)NCc4ccco4)ccc32)cc1` gave VIM-2 inh -1.9, UBC9 SUMO inh 12, GalR3 antagonist -6, pCIP destab -10, NS3 helicase inh 6, IDE act 0, CRFBP-R2 block 33, IMP-1 inhibitor -5.4 and IDE cell inh 3.
`COc1ccc(CCNc2nc(C)cc(C)c2C#N)cc1OC` gave VIM-2 inh -0.9, UBC9 SUMO inh -4, GalR3 antagonist -14, pCIP destab -10, NS3 helicase inh -16, IDE act 1, CRFBP-R2 block 14, IMP-1 inhibitor -0.5 and IDE cell inh -1.
`Cc1cc(C)c(NC(=O)CN(C)C(C)C(=O)N2CCc3ccccc32)c(C)c1` (stereo not given) gave GalR3 antagonist -2, IDE act 8, CRFBP-R2 block -7 and IDE cell inh -4.

Arranged by length of the SMILES (lowest first): three of the compounds above
`COc1ccccc1C(=O)Nc1ccc(S(=O)(=O)N2CCN(C)CC2)cc1` gave GalR3 antagonist 2, IDE act -3, CRFBP-R2 block -15 and IDE cell inh 4.
`CCCS(=O)(=O)c1cscc1NC(=O)c1c(-c2c(F)cccc2Cl)noc1C` gave VIM-2 inh 0.7, UBC9 SUMO inh 8, GalR3 antagonist 0, pCIP destab -30, NS3 helicase inh -17, IDE act -2, CRFBP-R2 block 18, IMP-1 inhibitor -1.1 and IDE cell inh 2.
`Cc1cc(C)c(NC(=O)CN(C)C(C)C(=O)N2CCc3ccccc32)c(C)c1` (stereo not given) gave GalR3 antagonist -2, IDE act 8, CRFBP-R2 block -7 and IDE cell inh -4.
